Bioassay records: PubChem, National Center for Advancing Translational Sciences (NCATS)
ERK EGF inh: EGF-driven ERK pathway inhibition. HEK293-V1b, EGF-stimulated phospho-ERK AlphaScreen. Potency, µM (doses to about 11.5 µM), inactives show at the top dose activity change, negative = inhibition, hits mostly inhibitors. actives 0.41% (n = 130,000). AID 1454; active = well fitted inhibition curve with a large enough effect; inconclusive = small, poorly fitted or top-dose-only effect, or effect the other way;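 note: plate controls were stimulated vehicle wells for no effect and unstimulated vehicle basal for full effect; nearly all actives have a fitted effect of over 55% in size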
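HEK293 cells stably expressing V1b receptor, serum-reduced (1% FBS) overnight, pretreated 30 min with compound, then stimulated 5 min with 25 nM EGF; phospho-ERK detected by AlphaScreen SureFire. AC50 from Hill fits, normalized to DMSO and EGF.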
* marks the source's active call; other numbers are inactive results; ? = inconclusive; & = joins results of further samples; [ ] = another dose, or the depositor's remark. Potency is the fitted concentration of half-maximal effect. Not all compounds are listed; rates above refer to the full screens.

SMILES	ERK EGF inh
Cc1ccc(N2C(=N)SCC2=O)cc1Cl	3%
O=S1(=O)N=C(Nc2nc3c(s2)CCCC3)c2ccccc21	-4%
COc1ccc(/C=N/NC(=O)c2ccc(Br)cc2)cc1CN1CCOCC1	-5%[57.5 µM]
O=C(O)CCC(=O)NNC(=O)c1cccc(Cl)c1	4%
COc1ccc(NC(=O)CSc2nnc(CNC(=O)c3ccco3)o2)cc1	6%
Cc1ccc(C2=NN(C(=O)CN3C(=O)c4ccccc4S3(=O)=O)C(c3ccco3)C2)cc1 (configuration not stated)	3%
Cc1ccc(/C=C2\SC(N3CCN(C(c4ccccc4)c4ccccc4)CC3)=NC2=O)o1	5%
O=C(O)c1ncc(Cl)c(Cl)c1Cl	-2%&-6%[57.5 µM]
CC(C)[C@@H]1NC(=O)c2cc([N+](=O)[O-])cc(F)c2NCCC[C@@H](C(N)=O)NC(=O)[C@H](CO)NC1=O	2%
O=[N+]([O-])c1cccn2cc(-c3ccc(Br)cc3)nc12	?
Cc1cccc(S(=O)(=O)NC(Cc2c[nH]c3ccccc23)C(=O)O)c1 (configuration not stated)	-2%
COC(=O)c1cc2c(ccn2-c2ccc(F)cc2)n1Cc1cccc(OC)c1	9%
C=C1C[C@@]23CC4C5[C@@]6(C)C[C@H](O)C[C@@]57C2[C@H](O)[C@@H]1[C@H](O)[C@H]3[C@H]7N4C6	5%
COc1ccccc1CNC(=O)CSc1ccc(C(=O)Nc2ccccc2OC)cc1[N+](=O)[O-]	6%
CC(C)OC(=O)/C(=C/c1ccc2c(c1)c1ccccc1n2C)NC(=O)c1ccccc1	16%
CSc1ccc(C(=O)C2CCCN(Cc3ccc(N4CCNC4=O)cc3)C2)cc1 (configuration not stated)	-9%[57.5 µM]
COc1cccc(/C=N/NC(=O)CCc2n[nH]c(=O)[nH]c2=O)c1O	4%
C#CCOCCOCCOCCNc1nc(N2CCN(C(=O)[C@H](Cc3ccc(O)cc3)n3cc(CCO)nn3)CC2)nc(N2CCN(C(=O)[C@H](Cc3ccc(O)cc3)n3cc(CCO)nn3)CC2)n1	-9%
Brc1cccc(CNCCCN2CCOCC2)c1	0%
O=C(CSc1nnc(CNc2ccc(F)cc2)o1)c1ccccc1	-8%
Cc1ccc2nc(N(CCCN(C)C)C(=O)c3ccco3)sc2c1	-3%
CCOC(=O)c1cc(/C(C)=N/OC(=O)c2ccc(C(C)(C)C)cc2)on1	-5%[57.5 µM]
O=C(O)c1ccc(S(=O)(=O)c2ccc3c(c2)C(=O)N(NC(=O)c2ccccc2)C3=O)cc1	1%
CCOCCCn1c(=S)[nH]c2cc(C(=O)NCCCN(CC)CC)ccc2c1=O	4%
COc1cc(/C=N/NC(=O)Cc2cccs2)c([N+](=O)[O-])cc1OC	6%
CC(C)Oc1nc(-c2ccc(Cl)cc2)nc2ccccc12	-6%[57.5 µM]
CN1/C(=C\C=N\O)C(C)(C)c2ccccc21	6%
O=C(c1[nH]ncc1-c1ccc(Cl)cc1)C1CO1 (configuration not stated)	-2%[57.5 µM]
Cc1nnc(SCc2cccc(Cl)c2)n(N)c1=O	-1%
Cc1[nH]c2ccccc2c1C(=O)COc1ccccc1	-9%
O=C(Nc1ccc(Cl)c(S(=O)(=O)N2CCOCC2)c1)c1cc(-c2ccccn2)nc2ccccc12	-6%
O=S(=O)(NCCNc1ncc(C(F)(F)F)cc1Cl)C(F)(F)F	-4%
Cc1ccc(-c2nc(SCC(=O)c3c(N)n(C)c(=O)n(C)c3=O)n[nH]2)cc1	1%
CC(=O)N1CCC(N(C(=O)Nc2ccc(Cl)cc2)C(C)C)CC1	-5%[57.5 µM]
O=C(CC1C(=O)NCCN1C(=O)Nc1ccc(F)cc1)Nc1ccc(F)cc1 (configuration not stated)	-4%[57.5 µM]
NC(=O)Nc1ccccc1C(=O)N1CCC(O)(c2ccc(Cl)cc2)CC1	-23%
COc1ccc(C(=O)NCC(=O)N/N=C/c2cn[nH]c2-c2ccccc2)cc1	6%
COc1ccc(C2CC(c3cccs3)n3nc(N)nc3N2)cc1 (configuration not stated)	7%
Cc1ccc(-c2nnn(CC(=O)N(c3ccc(F)cc3)C(C(=O)NC(C)(C)C)c3ccco3)n2)o1 (configuration not stated)	5%
CNc1ncncc1-c1ccccc1OC	25%
Cc1ccccc1NC(=O)/C=C/c1cccs1	-5%
COc1ccc(/C=C/C(=O)N(C)Cc2cccs2)cc1S(=O)(=O)N1CCOCC1	2%
COc1ccc(-c2cc(C(F)F)n3ncc(C(=O)Nc4cnn(Cc5ccccc5)c4)c3n2)cc1	-17%[57.5 µM]
COc1ccc(CNC(=O)CSc2ccsc2[N+](=O)[O-])cc1	-4%
O=C(COc1ccc(Cl)cc1)OCc1csc(Nc2ccccc2)n1	0%

Looked up by structure from the entries so far (4):
SMILES	ERK EGF inh
COc1ccc(CNC(=O)CSc2ccsc2[N+](=O)[O-])cc1	-4%
CC(=O)N1CCC(N(C(=O)Nc2ccc(Cl)cc2)C(C)C)CC1	-5%[57.5 µM]
NC(=O)Nc1ccccc1C(=O)N1CCC(O)(c2ccc(Cl)cc2)CC1	-23%
O=C(Nc1ccc(Cl)c(S(=O)(=O)N2CCOCC2)c1)c1cc(-c2ccccn2)nc2ccccc12	-6%

Going on with the list.
SMILES	ERK EGF inh
CCc1ccc(C(=O)Nc2cccnc2Oc2ccc(Cl)cc2)cc1	-6%[57.5 µM]
C=CCn1c(N2CCN(c3ccc(OC)cc3)CC2)nc2c1c(=O)[nH]c(=O)n2C	1%
O=S(=O)(NCc1ccc(Cl)cc1)NCc1ccccc1F	-2%
Cc1cc(-c2nnc(CCC(=O)NC(Cc3ccccc3)c3ccccc3)o2)no1 (configuration not stated)	28%
c1csc(-c2nnc(COc3ccc4c(c3)OCO4)o2)c1	5%
Cc1sc2nc(COC(=O)c3ccc(N4CCCC(C)C4)c([N+](=O)[O-])c3)[nH]c(=O)c2c1C (configuration not stated)	2%
CCOc1ccccc1N1CCN(C(=S)NC(=O)C23CC4CC(CC(C4)C2)C3)CC1	-3%
CCc1ccc(CNCc2cccs2)cc1	-5%
Fc1ccc(-c2cnn3c(-c4ccncc4)ccnc23)cc1	-3%
O=C(C1CC=CCC1)N1CCN(C(=O)C2CC=CCC2)CC1 (configuration not stated)	12%
CCN1CCCc2cc(CN(CCN3CCOCC3)C(=S)Nc3cccc(Cl)c3)ccc21	?
COCCCNCC(=O)Nc1ccc(OC(F)(F)F)cc1	7%
CN(C)CCCOC(=O)COc1ccc(Br)cc1	-4%[57.5 µM]
CC(=O)Nc1ccc(/C=N/NC(=O)c2cccs2)cc1	-9%
O=C(Nc1nc(-c2cccc([N+](=O)[O-])c2)cs1)c1cccc([N+](=O)[O-])c1C(=O)O	-5%

As a short view, some entries already given.
SMILES	ERK EGF inh
CN(C)CCCOC(=O)COc1ccc(Br)cc1	-4%[57.5 µM]
CC(=O)Nc1ccc(/C=N/NC(=O)c2cccs2)cc1	-9%
O=C(Nc1nc(-c2cccc([N+](=O)[O-])c2)cs1)c1cccc([N+](=O)[O-])c1C(=O)O	-5%

Next section:
SMILES	ERK EGF inh
O=S(=O)(c1cccs1)N1CCC(CO)(Cc2cccc(F)c2)CC1	-12%
COc1cc(C=O)ccc1OCCOCCOc1c(C)cc(Cl)cc1Cl	?
Cc1ccc(C)c(NC(=S)N2CCN(Cc3ccccc3)CC2)c1	20%
COc1ccc(/C=N/NC(=O)Cn2cnc3ccccc3c2=O)cc1OC	8%
COc1ccc(C(NC=O)c2cc(OC)c(OC)cc2Br)cc1OC (configuration not stated)	-8%
FC(F)(F)c1cc(-c2ccccc2)nc2nc(N3CCOCC3)sc12	8%
COc1cccc(NC(=O)c2ccc(-c3ccccc3[N+](=O)[O-])o2)c1	-3%
COC(=O)c1ccc(C(NC(=O)OCc2ccccc2)/C(=C/[C@@H](C)C(=O)NCc2nc3ccccc3s2)c2cccnc2)cc1 (some centres not stated)	6%
CC(=O)c1cccc(S(=O)(=O)Nc2cccc(S(=O)(=O)NC3=NCCC3)c2)c1	4%
NNC(=O)c1nc[nH]c1C(=O)Nc1ccccn1	2%
S=c1[nH]nc(-c2cc(-c3ccccc3)n[nH]2)n1/N=C/c1c2ccccc2cc2ccccc12	10%[57.5 µM]
Cn1c(=O)c(-c2cc(=O)[nH][nH]2)c(O)c2ccccc21	-6%
Cc1n[nH]c(C)c1CNCc1c(C(=O)N2CCCCCCC2)nc2ccc(Cl)cn12	-1%[57.5 µM]
CCOc1ccc(CN2CCN(Cc3cnc(N4CCOCC4)s3)CC2CCO)cc1 (configuration not stated)	-13%
Cn1cnnc1SCc1nnc(-c2ccccc2Br)o1	11%
O=C(NCc1cccs1)c1ccc2ccccc2n1	-3%
COc1ccc(Cl)cc1NC(=O)NCC1CCN(C(=O)OC(C)(C)C)CC1	4%[57.5 µM]
CCOC(=O)c1c(-c2ccccc2)csc1NC(=O)C(C)NCCCN1CCOCC1 (configuration not stated)	6%
CCOC(=O)CSc1nnc(NC(=O)c2cccc([N+](=O)[O-])c2)s1	6%
O=C(CCSc1ccc(Cl)cc1)Nc1cccnc1	2%
O=C(c1cccs1)n1nc(NCc2ccccc2)nc1NCc1ccccc1	1%
COc1ccc(OCC(=O)NNc2nc3ccccc3s2)cc1	-11%[57.5 µM]
Cc1cc(=O)oc2cc(OCC(=O)OCC(=O)Nc3ccccc3Br)ccc12	3%[57.5 µM]
CC(C)c1onc(C(=O)NCCc2ccccc2)c1[N+](=O)[O-]	-3%
Cc1ccc(Nc2cc(=O)[nH]c(=O)[nH]2)cc1C	-22%
COC(=O)c1nnn(-c2nc(N3CCOCC3)nc(N3CCOCC3)n2)c1C	12%
CN(C)c1ccc(P(=O)(Nc2ccc([N+](=O)[O-])cc2)N2CCOCC2)c(NC(=O)c2cccs2)c1 (configuration not stated)	2%
Cc1nnc(SCC(=O)NCCc2ccccc2)s1	-4%
COc1ccc(-c2csc3nc(-c4ccccc4OC)oc(=O)c23)cc1	-12%
N#Cc1c(N2CCCCC2)nc(N)c2c(N)nc(SCC(=O)O)cc12	3%[57.5 µM]
Nc1ccc(-c2nc3nc(N)nc(N)c3nc2-c2ccc(N)cc2)cc1	6%[57.5 µM]
CN(CC(=O)OCC(=O)NCC(F)(F)F)S(=O)(=O)c1ccc(Cl)cc1	-2%
CCN1CCN(C(=O)N[C@@H](C(=O)N[C@@H]2C(=O)N3[C@@H]2SC(C)(C)[C@@H]3C(=O)O)c2ccccc2)C(=O)C1=O	-2%[57.5 µM]
COc1cc(/C=C2/NC(=O)N(Cc3ccccc3F)C2=O)cc(OC)c1O	0%[57.5 µM]
CC1(C)CC(=O)c2sc(NC(=O)c3ccccc3)nc2C1	-6%
CCOC(=O)N1CCN(C(=O)c2ccc(Cn3c(=S)[nH]c4cc5c(cc4c3=O)OCO5)cc2)CC1	-8%
CSc1ncccc1C(=O)Nc1nc2ccc(Oc3ccccc3)cc2s1	1%
CCNS(=O)(=O)c1ccc(CCC(=O)O)cc1	-2%
COc1ccc(C(C(=O)NC2CCCCC2)N(C(=O)CCl)c2ccc(Cl)cc2)cc1 (configuration not stated)	1%
CC(=O)Nc1sc(N/N=C/c2ccccc2F)nc1-c1ccc(C)cc1	7%[57.5 µM]
O=C(Nc1ccc(F)c(Cl)c1)Nc1ccc(Cl)cn1	-2%
CCN(CC)S(=O)(=O)c1cc(-c2nnc(-c3ccc(Br)cc3)o2)ccc1Br	7%
Cc1cc(C)cc(NC(=O)c2cc(=O)c3ccccc3o2)c1	4%
Cc1ccc(Cn2c(C(=O)O)cc3sccc32)cc1	4%
Cn1c(=O)oc2cc(S(=O)(=O)N3CCCC(C(=O)N4CCn5c4nc4ccccc45)C3)ccc21 (configuration not stated)	3%

Arranged by heavy-atom count (rising): 6 of the compounds above
SMILES	ERK EGF inh
O=C(O)c1ncc(Cl)c(Cl)c1Cl	-2%&-6%[57.5 µM]
CC(C)Oc1nc(-c2ccc(Cl)cc2)nc2ccccc12	-6%[57.5 µM]
NC(=O)Nc1ccccc1C(=O)N1CCC(O)(c2ccc(Cl)cc2)CC1	-23%
COc1cc(/C=C2/NC(=O)N(Cc3ccccc3F)C2=O)cc(OC)c1O	0%[57.5 µM]
O=C(c1cccs1)n1nc(NCc2ccccc2)nc1NCc1ccccc1	1%
COc1ccc(-c2cc(C(F)F)n3ncc(C(=O)Nc4cnn(Cc5ccccc5)c4)c3n2)cc1	-17%[57.5 µM]

The list continues:
SMILES	ERK EGF inh
O=C(CSc1ncccn1)N1CCN(S(=O)(=O)c2ccccc2)CC1	-8%[57.5 µM]
O=C(NC(=S)N1CCCCCC1)c1ccc(Cl)cc1Cl	5%
CCN(CC)S(=O)(=O)c1ccc(-c2nnc(SCC(N)=O)n2CC)cc1	4%
O=C(Nc1ccc(Cl)cc1)Nc1nc(-c2ccccc2)cs1	4%
O=C(COC(=O)c1ccc(Br)cc1)NCCC1=CCCCC1	0%
CCN1CCCC1CNCc1cccc(OC)c1OCc1ccccc1 (configuration not stated)	-1%
CC(C)(C)OC(=O)NCCCC[C@H](NC(=O)c1nc[nH]c1C(=O)NC(c1ccccc1)c1ccccc1)C(=O)OC(C)(C)C	1%[57.5 µM]
COc1cc([N+](=O)[O-])ccc1NC(=O)CSc1nnc(C)c(C)n1	-2%
CC1(C)SC(=S)N(NC(=O)Nc2ccccc2)C1N(O)C(=O)Nc1cccc2ccccc12 (configuration not stated)	5%
O=C(O)c1ccccc1/C=N/NC(=S)NC1CCCCC1	-2%[57.5 µM]
CCCCC(=O)Nc1ccc2c3c(cccc13)CC2	1%
CCOc1cc(CNCc2ccccn2)cc(Cl)c1OCC	-6%
COc1cc(C(=O)NNc2nc3cc4c(cc3s2)OCO4)cc(OC)c1OC	6%
COc1ccc(Nc2ccc(S(=O)(=O)N3CCCCCC3)cc2[N+](=O)[O-])cc1	20µM*
CCOC(=O)c1c(C)[nH]c(C(=O)CSc2nc(C)cc(C)n2)c1C	3%
COc1cccc(NC(=O)CN(C)C(=O)/C=C/c2cc(OC)ccc2OC)c1	-4%
